VLA-4 inh: inhibition in a human VLA-4 binding assay | P13612 | VLA-4 expressing cells, ligand binding flow cytometry | inhibition, % (about 7 µM as worked out from the volumes in the protocol) | 330,000 tested, 0.2% active | AID 2557; in the data active = inhibition above about 50%
GRK2 inh: inhibitors of human GRK2 displacing RNA aptamer; P25098; bead flow cytometry, FAM-aptamer displacement from GRK2; inhibition of aptamer binding, % at 10 µM; 330,000 tested, 0.59% active;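 active = inhibition of aptamer binding above 40%, roughly 3 SD of noise, on plates passing a quality check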;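 also: median bead fluorescence of bound FAM aptamer so fluorescent compounds give negative values; no value below 0 was filed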
Target sequence (P25098 whole entry, looked up): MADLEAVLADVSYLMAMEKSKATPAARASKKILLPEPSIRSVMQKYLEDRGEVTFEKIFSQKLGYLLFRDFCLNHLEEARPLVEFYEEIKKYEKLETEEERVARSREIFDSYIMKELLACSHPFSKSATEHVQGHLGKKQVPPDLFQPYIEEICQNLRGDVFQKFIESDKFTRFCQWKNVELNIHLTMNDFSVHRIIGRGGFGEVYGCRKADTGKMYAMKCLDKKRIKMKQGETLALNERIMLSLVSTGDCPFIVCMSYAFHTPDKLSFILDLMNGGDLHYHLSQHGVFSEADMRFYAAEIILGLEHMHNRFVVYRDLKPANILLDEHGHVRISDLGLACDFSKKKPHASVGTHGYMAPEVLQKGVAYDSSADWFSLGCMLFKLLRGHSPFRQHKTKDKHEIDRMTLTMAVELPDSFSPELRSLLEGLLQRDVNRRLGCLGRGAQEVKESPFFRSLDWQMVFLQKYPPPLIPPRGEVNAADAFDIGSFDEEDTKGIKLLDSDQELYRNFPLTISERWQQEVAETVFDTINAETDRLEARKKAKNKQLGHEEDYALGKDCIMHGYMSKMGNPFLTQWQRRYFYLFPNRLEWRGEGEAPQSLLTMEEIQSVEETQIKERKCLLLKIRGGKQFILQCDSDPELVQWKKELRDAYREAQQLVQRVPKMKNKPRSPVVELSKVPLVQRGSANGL
procasp7 counter: activates human procaspase-7, counter-screen for procaspase-3 activators. recombinant procaspase-7, Ac-DEVD-pNA absorbance 405 nm; D23A/D198A/D206A triple mutant, cannot self-cleave; scale: DMSO 0, 5 µM enzyme 100. 330,000 tested, 0.093% active. activation, % at 8.5 µM. P55210;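 active = percent activation above the screen-wide mean plus 3 SD, cut at about 25% in these data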
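Assay system: Uncleavable procaspase-7 mutant enzyme; Input: 2 µM procaspase-7 mutant as dispensed; Also added: DEVD-pNA substrate; Medium: Zinc-free HEPES pH 7.4 with 300 mM NaCl, 0.01% Triton X-100; Timing: 1 h compound preincubation, 2 h substrate cleavage, 25 °C; Measured by: Epi-absorbance of released pNA at 405 nm, two timepoints.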
Fh CTSL1 inh: cathepsin L1 inhibition, PFM18AAP counter-screen; recombinant F. hepatica cathepsin L1, Z-Leu-Arg-MCA fluorescence; inhibition, % at 5.96 µM; 300,000 tested, 0.49% active; AID 1906;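 active = inhibition above the mean of all tested compounds plus 3 SD, set per screening campaign, cut at about 17% in these data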;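 also: 0% = plate median of test compound wells and 100% = 1 µM Z-Phe-Ala-diazomethylketone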
PP1 counter: counter-screen for PP5 inhibitors: inhibitors of human PP1-alpha. P62136. purified PP1alpha, OMFP fluorescence. inhibition, % at 6.7 µM. 320,000 tested, 0.9% active. AID 2235;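 active = inhibition above the mean inhibition of all tested compounds plus 3 SD, computed separately for each screening campaign, cut at about 15% in these data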
PP5 inh: inhibitors of human protein phosphatase 5 (PP5); 320,000 tested, 0.18% active; inhibition, % at 6.7 µM; purified PP5c, OMFP substrate fluorescence; P53041;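 active = inhibition above the campaign's mean inhibition across all tested compounds plus 3 SD, cut at about 9.5% in these data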;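 also: 0% = DMSO only and 100% = 100 µM cantharidin control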
core dimer inh: blocks dimerization of HCV core protein. TR-FRET GST/Flag-core106 dimerization, 1536-well. inhibition, % at 5 µM. 300,000 tested, 0.33% active. AID 1899;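 active = inhibition above the mean of all tested compounds plus 3 SD, set per screening campaign, cut at about 45% in these data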
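System: GST-tagged and Flag-tagged HCV core protein residues 1-106 / Input: core106 proteins, GST 13.5 nM and Flag 17 nM / Buffer or medium: KF-containing HEPES buffer, pH 7.45, DTT, CHAPS, BSA / Probe or stimulus: Eu-anti-GST and XL665-anti-Flag labelled anti-tag antibodies / Schedule: 4 h, 22.5 °C incubation / Technique: TR-FRET 671 and 617 nm emission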
JMJD2C inh: inhibitors of human GASC-1 (JMJD2C) demethylase; GST-JMJD2C(1-420) H3K9me3 demethylation, DELFIA europium; inhibition, % at 2.35 µM; 330,000 tested, 0.069% active; AID 2099;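 active = more than half of a compound's replicate wells show inhibition beyond 50%, single wells judged on their own value; inconclusive = some, but no more than half, of replicates pass 50% inhibition; inactive = no replicate passes 50% inhibition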;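 also: signal counts dimethyl H3K9 product captured on neutravidin plate; 0% = median of DMSO wells and 100% = 0.3 times that DMSO median; strong numbers were not always called active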
proCasp3 act: activates human procaspase-3; P42574; activation, % at 8.5 µM; 330,000 tested, 0.11% active; recombinant procaspase-3 D3A, Ac-DEVD-pNA absorbance 405 nm; AID 463141;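 active = activation above the mean of all tested compounds plus 3 SD, cut at about 21% in these data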;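 also: 0% = DMSO alone and 100% = DMSO wells spiked with extra 5 µM PC-3 D3A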
Target sequence (P42574 whole entry D9A/D28A/D175A): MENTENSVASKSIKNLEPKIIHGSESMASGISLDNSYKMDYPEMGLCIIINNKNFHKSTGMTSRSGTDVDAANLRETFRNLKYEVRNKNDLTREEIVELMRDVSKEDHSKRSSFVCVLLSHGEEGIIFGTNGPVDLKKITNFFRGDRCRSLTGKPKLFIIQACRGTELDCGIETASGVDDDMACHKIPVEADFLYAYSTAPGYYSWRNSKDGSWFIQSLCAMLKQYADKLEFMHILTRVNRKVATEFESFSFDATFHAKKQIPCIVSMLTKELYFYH
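material = Procaspase-3 D3A mutant | probe or stimulus = Ac-DEVD-pNA | compound = single dose, 8.5 µM nominal compound, 0.8% DMSO | timing = 1 h preincubation, 2 h reaction | measured by = 405 nm absorbance of p-nitroaniline, reads at 0 and 120 min | benchmarks = DMSO-only low control, 5 µM PC-3 D3A high control | repeats = singlicate, each compound tested once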
Numbers without * were called inactive; ? = inconclusive; · = not tested or not shown. Rows are unselected (roughly 2.6% active in at least one column).

SMILES	VLA-4 inh	GRK2 inh	procasp7 counter	Fh CTSL1 inh	PP1 counter	PP5 inh	core dimer inh	JMJD2C inh	proCasp3 act
CNS(=O)(=O)c1cccc(C(=O)NCC(c2cccs2)N(C)C)c1 (centres undefined)	7	4	-1	-1	0	0.0	0	15	-2
COc1cc(/C=N/Nc2ccc([N+](=O)[O-])cc2S(=O)(=O)N2CCOCC2)cc(OC)c1OC	1	3	0	-1	-3	-3.4	4	-1	-4
C=CCNC(=O)COC(=O)c1ccc(Cl)c(S(N)(=O)=O)c1	9	0	16	-7	-6	0.9	-2	0	7
CCOC(=O)C1CCN(C(=O)CCS(=O)(=O)c2ccc3c(c2)n(C)c(=O)c(=O)n3C)CC1	-6	3	2	0	-2	0.1	7	6	3
CCN(CC(=O)NC1CCS(=O)(=O)C1)S(=O)(=O)c1cc([N+](=O)[O-])ccc1C (centres undefined)	10	0	1	0	2	1.6	-2	19	3
COc1ccc(S(=O)(=O)N2CCCCCC2)cc1C(=O)N1CCCC(C(F)(F)F)C1 (centres undefined)	10	0	-1	3	3	-0.9	3	2	-9
CC1(C)Cc2c(sc3nc(-c4cccs4)n(N)c(=O)c23)CO1	13	0	-14	-1	1	6.2	-1	6	3
S=C(NCCN1CCOCC1)Nc1cccc2ccccc12	-11	3	-40	-2	-2	0.6	1	2	2
CC(=O)c1cccc(-n2nnnc2SCC(=O)Nc2cc(C)on2)c1	3	0	-1	2	-3	2.7	3	-48	-2
O=C1CCCC(=O)C1C(c1ccc(Cl)cc1)C1C(=O)CCCC1=O	27	2	-7	·	0	2.9	·	-9	-11
COc1ccc(-c2c(C#Cc3ccsc3)c3cc(-c4cccc5[nH]ccc45)ccc3n2C)cc1	8	0	-13	·	4	-3.0	·	4	-6
O=C1C=CC(=O)N1	32	2	-27	-3	-1	1.5	-4	·	-28
COc1cccc(C2=CC(c3ccccc3)n3ncnc3N2)c1 (centres undefined)	6	0	-8	3	-6	-2.9	-9	12	1
CCN(CC)S(=O)(=O)c1cccc(C(=O)NC2=NCCS2)c1	5	1	6	-3	1	6.6	0	1	7
CC(C)C(NS(=O)(=O)c1cccc2nsnc12)C(=O)N1CCn2c1nc1ccccc12 (centres undefined)	-5	0	-7	4	0	-2.3	2	-6	1
CCOc1ccccc1N1CCN(C(=O)Nc2cccc(Cl)c2)CC1	-2	2	0	-2	0	3.7	-1	7	-7
Cc1ccc(S(=O)(=O)N2[C@@H](c3ccccc3)C(C(=O)O)=CC[C@H]2c2ccc(Cl)c(Cl)c2)cc1	-8	1	7	0	14	5.6	22	-5	-1
CC(OC(=O)c1cn(-c2ccccc2)nc1-c1cccnc1)C(N)=O (centres undefined)	9	1	7	0	-5	0.3	0	5	9
CCCSc1nnc(NC(=O)Nc2ccccc2)s1	21	0	-13	-2	-5	2.1	-3	-8	0
CCOc1cc(C(=O)OCC(=O)Nc2ncc(Cl)c(C)c2Cl)ccc1OCC(=O)N1CCOCC1	17	0	-12	-5	-2	-3.4	4	-33	-1

Single records, as listed above. Order of values: VLA-4 inh | GRK2 inh | procasp7 counter | Fh CTSL1 inh | PP1 counter | PP5 inh | core dimer inh | JMJD2C inh | proCasp3 act
CC(C)C(NS(=O)(=O)c1cccc2nsnc12)C(=O)N1CCn2c1nc1ccccc12 (centres undefined) reads -5 | 0 | -7 | 4 | 0 | -2.3 | 2 | -6 | 1
CCOc1cc(C(=O)OCC(=O)Nc2ncc(Cl)c(C)c2Cl)ccc1OCC(=O)N1CCOCC1 reads 17 | 0 | -12 | -5 | -2 | -3.4 | 4 | -33 | -1
O=C1C=CC(=O)N1 reads 32 | 2 | -27 | -3 | -1 | 1.5 | -4 | · | -28

Next structures
SMILES	VLA-4 inh	GRK2 inh	procasp7 counter	Fh CTSL1 inh	PP1 counter	PP5 inh	core dimer inh	JMJD2C inh	proCasp3 act
Cn1cnc(NCc2ccccc2)c1[N+](=O)[O-]	25	1	6	-2	0	-0.3	2	61	0
Cc1cc(N2CCN(c3ccccc3)CC2)nc(N2CCOCC2)n1	10	2	15	1	6	0.8	-1	-1	0
COc1ccc(Cc2nc3ccc(C(=O)N(C)C(C)c4ccon4)cc3o2)cc1 (centres undefined)	-14	0	-11	-2	2	-0.3	-11	-30	-2
COc1ccccc1CNC(=O)C1CCC(CNS(=O)(=O)c2ccc(NC(C)=O)cc2)CC1 (centres undefined)	7	0	11	5	1	-0.5	-9	0	5
Cc1ccc(OCCNC(=O)C2CC(=O)N(Cc3ccccc3)C2)cc1 (centres undefined)	4	3	-3	·	-2	-0.6	·	-1	-4
COc1ccc(C(=O)N2CCCN(C)CC2)cc1S(=O)(=O)N1CCCc2ccccc21	6	0	0	5	-2	0.2	5	1	1
O=C(Nc1ccc(Cl)c(Cl)c1)Nc1ccccn1	7	0	3	-1	1	-0.8	-9	-1	1
CC(=O)c1ccc(NC(=O)COC(=O)c2c3c(nc4ccccc24)/C(=C\c2cccs2)CCC3)cc1	-16	0	-21	3	-1	2.7	14	-1	-17
O=C(NCc1cccs1)C1CC1	-2	1	7	0	-1	0.8	-1	-5	4
Cc1ccc(CNC(=O)c2ccc[nH]2)cc1	7	0	8	6	-6	0.9	-4	7	5
COc1ccc([N+](=O)[O-])c(OC)c1C(=O)Nc1ccc(F)cc1F	-4	0	3	0	-1	0.8	-3	-11	-2
Cc1c(C(=O)NCC2CCCO2)cccc1[N+](=O)[O-] (centres undefined)	15	1	5	-3	0	-1.8	0	2	-3
COc1ccccc1C(CNC(=O)CN(C)S(=O)(=O)c1ccc(C)cc1)N1CCCC1 (centres undefined)	0	1	-25	·	1	0.6	·	6	8
N=C1C(c2nc3ccccc3c(=O)[nH]2)=C(O)CN1CCO	11	1	8	1	-3	1.1	0	1	4
CCCCN1C(=O)CC(Sc2ncccc2C(=O)O)C1=O (centres undefined)	22	2	8	-1	-1	-1.9	-1	4	0
CN1CCN(S(=O)(=O)c2cccc(C(=O)Oc3ccc(C(C)(C)C)cc3)c2)CC1	0	0	-1	7	-1	5.6	-1	0	2
Cc1cn(COC/C=C/c2ccccc2)c(=O)[nH]c1=O	-20	1	5	5	-2	3.0	-20	-11	5
Cc1ccc(/C=C2/NC(=O)N(Cc3ccccc3F)C2=O)s1	-99	2	2	-2	3	0.4	-2	5	4
Cc1ccc(NC(=O)c2ccc(NCC3CCCO3)c([N+](=O)[O-])c2)cc1Cl (centres undefined)	25	2	-6	2	0	1.5	11	12	0
Brc1ccc(OCc2ccccc2)c(CNCC2CCCO2)c1 (centres undefined)	13	0	8	3	-2	-0.2	-1	-4	1
O=C(CCl)N=c1sccn1Cc1ccccc1Cl	15	2	3	5	-3	-1.5	1	4	2
Cc1nn(-c2ccc(F)cc2)c(Cl)c1/C=C(\CC(=O)O)c1nc2ccccc2s1	10	2	-11	3	-2	1.5	8	13	-6
O=C(O)CC(CC(=O)Nc1ccc(Oc2ccccc2)cc1)c1ccccc1 (centres undefined)	1	0	12	-5	1	0.3	1	20	7
Cc1cc(NC(=O)c2cc(F)c(F)cc2Cl)no1	-9	0	0	2	0	2.4	-8	3	0
O=C(N/N=C\c1c(O)ccc2ccccc12)c1ccc(S(=O)(=O)N2CCCCC2)cc1	-16	0	-6	0	1	0.2	7	2	-5
CCN(C(=O)c1c(OC)cccc1OC)c1nnc(-c2cccnc2)s1	0	0	-3	-3	-4	0.4	5	?	-5
Cn1cc(S(=O)(=O)N2CCOCC2)cc1C(=O)Nc1cccc(Cl)c1	11	0	10	1	0	5.3	-7	-8	-5
CCCCn1c(CN2CCN(c3ccc(F)cc3)CC2)nc2c1c(=O)n(C)c(=O)n2C	13	0	1	1	3	1.8	1	-5	-12
COCCn1nnnc1CN(CCc1ccccc1)Cc1cc2cc(OC)ccc2[nH]c1=O	2	0	-27	4	1	-1.0	-4	-8	-14
COc1cccc(C(=O)Nc2cc(-c3cn4cccnc4n3)ccc2C)c1	7	2	11	-2	-2	-0.9	-1	-4	8
CCOc1cc(N2CCOCC2)c(OCC)cc1NC(=O)CN1C(=O)NC2(CCCCC2)C1=O	-25	0	5	·	-1	0.5	·	3	-3
CCCc1nc(SCC(=O)Nc2nc3c(s2)CCCC3)c2ccccc2n1	3	0	7	-4	1	1.1	8	6	1
CCOC(=O)c1ccc2c(c1)nc(SCC(=O)c1cc3ccccc3o1)n2CC	6	4	-18	0	13	3.4	21	29	1
N#Cc1c(-c2ccccc2Cl)cc(-c2ccccc2)nc1Br	-19	0	-4	3	0	2.0	12	-1	-2
O=C(Cn1cnc(S(=O)(=O)N2CCCCC2)c1)N1CCN(c2ccc([N+](=O)[O-])cc2)CC1	9	0	-4	1	0	1.7	-7	-8	-3
CCN(CC)S(=O)(=O)c1ccc(N2CCCC2)c(NC(=O)C2=NN(c3ccccc3)C(=O)CC2)c1	8	0	8	·	4	-0.4	·	3	2
O=C(Nc1cccnc1Oc1ccc(Cl)cc1)c1cccc2ccccc12	-16	0	1	3	3	2.1	-3	5	9
COc1cc2[nH]c3c(=O)n(CCN(C(C)C)C(C)C)cnc3c2cc1OC	-10	8	-7	-1	-12	4.5	-6	-12	7
COc1ccc(-c2nnnn2-c2ccc(F)cc2F)cc1	7	3	3	2	0	2.7	-1	-15	-7
O=S(=O)(c1ccc(-c2ccon2)s1)N1CCN(c2ccccn2)CC1	5	4	6	-1	-2	-2.7	0	-26	7
CCCCC(CC)C(=O)Nc1ncc([N+](=O)[O-])s1 (centres undefined)	2	0	-9	-1	-3	0.3	-1	-27	-21
CC(=O)OC1CCC2C3CCC4=CC(=O)CCC4(C)C3CCC2(C)[C@]1(C)O (some centres undefined)	16	0	1	-3	-2	-0.4	7	20	3
O=C(NC12CC3CC(CC(C3)C1)C2)c1cccnc1	-4	2	10	-4	-6	-0.7	-2	-3	3
Cc1cccc(N2CCN(C(=O)c3c(-c4ccccc4Cl)noc3C)CC2)c1C	22	0	9	3	2	0.9	5	1	4
COc1cc2c(cc1OC)CN(C(=O)c1ccc(S(=O)(=O)N3CCCCC3)cc1)CC2	8	0	4	-2	-2	-1.1	5	-3	-13
CSc1nc(SCC(=O)NC(c2ccccc2)c2ccccc2)c2c3c(sc2n1)CN(C)CC3	-22	0	-5	1	16*	3.1	11	1	-8
CCOC(=O)C(=O)Nc1ccc(OCc2ccccc2)cc1	-1	1	-1	4	-2	-2.6	1	7	9
CC(C)C(=O)NN(C(=O)c1ccccc1)c1ccccc1	8	2	6	-2	-4	1.8	-7	4	7
O=C(CSc1n[nH]c(-c2cccnc2)n1)Nc1ccc(Br)cc1	-3	0	-8	2	-3	2.0	3	3	-7
O=C(CBr)c1ccc([N+](=O)[O-])c(CS(=O)(=O)c2ccc(Cl)cc2)c1	14	8	-2	-1	6	2.2	-5	4	-6
